# Screening data as filed in PubChem BioAssay.
# PV pol inh – poliovirus RdRp elongation inhibitors, primary screen, biochemical, fluorescence polarization, total intensity. Genome polyprotein (Poliovirus type 1 (strain Mahoney)), P03300. poliovirus polymerase elongation; active compounds read low. % elongation, % (compound at 16.7 µg/mL). actives 0.66% (n = 150,000). AID 588519, 2011; in the data active means % elongation below about 90%; further: some results filed as inactive read as strong as hits
# Target sequence (P03300 1749-2209 limits assumed): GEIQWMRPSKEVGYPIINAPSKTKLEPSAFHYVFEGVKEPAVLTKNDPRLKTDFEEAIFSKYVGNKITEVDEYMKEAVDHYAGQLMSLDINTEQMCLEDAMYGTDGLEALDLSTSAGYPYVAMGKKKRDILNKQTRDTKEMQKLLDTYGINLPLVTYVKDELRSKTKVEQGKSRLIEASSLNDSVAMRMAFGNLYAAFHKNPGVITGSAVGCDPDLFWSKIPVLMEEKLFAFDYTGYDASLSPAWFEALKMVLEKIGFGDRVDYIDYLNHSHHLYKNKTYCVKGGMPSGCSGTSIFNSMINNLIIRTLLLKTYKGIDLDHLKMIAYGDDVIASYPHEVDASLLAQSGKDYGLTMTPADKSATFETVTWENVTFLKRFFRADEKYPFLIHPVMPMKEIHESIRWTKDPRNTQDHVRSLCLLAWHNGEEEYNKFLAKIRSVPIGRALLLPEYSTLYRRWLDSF
# PV pol inh FP z-score – recorded beside PV pol inh, whose call it bears; z-score; measured here: FP z-score; hits read low
# * marks the source's active call; other numbers are inactive results; & = joins results of further samples. The list is partial; count on the stated rates, not on these rows.
SMILES,PV pol inh,PV pol inh FP z-score
Cc1c(Cl)cccc1NC(=O)c1ccc(C(=O)Nc2cccc(Cl)c2C)cc1,106,0.4
Cc1cc(Br)ccc1OCC(=O)O,102,-0.1
CC(C)(CCO)NC(=S)NC1CC2C=CC1C2 (centres undefined),104,0.2
Cc1cc(=O)n2nc(N3CCC(C(=O)NCc4ccccc4F)CC3)sc2n1,105,-0.4
C=CCON1C(=O)CN(C(=O)Nc2ccccc2)C1c1ccccc1 (centres undefined),105,0.2
CC1CC(C)CN(C(=O)c2ccc(NC(=O)c3ccc(=O)[nH]c3)cc2)C1 (centres undefined),100,-0.7
Cc1cccc(NC(=O)C2CCN(S(=O)(=O)c3cccc4nsnc34)CC2)c1,107,-0.7
Cc1noc(C)c1COC(=O)c1cccnc1SCC(=O)Nc1ccc2c(c1)OCO2,107,0.7
Cc1cc(C)cc(C(=O)Nc2c(C(=O)Nc3ccccc3F)oc3ccccc23)c1,101,-1.1
CC1=NN(C2=NS(=O)(=O)c3ccccc32)C(C)(O)C1 (centres undefined),100,-0.8
CC(OC(=O)c1cn(C)c2ccccc12)C(=O)N(C)c1ccccc1 (centres undefined),100,-0.1
O=C(OCc1cc(=O)n2nc(-c3cccs3)sc2n1)c1cccc(Cl)c1,109,0.6
Cc1ccc(Sc2c(C)nn(C(=O)c3ccc(Br)cc3)c2C)cc1,103,-0.5
N#Cc1c(-c2ccccc2)cc(-c2cccs2)nc1SCS(=O)Cc1ccccc1 (centres undefined),103,0.3
CC1CCCC(C)N1Cn1nc(-c2ccccc2)n(-c2ccccc2)c1=S (centres undefined),101,0
C=CCOC(=O)C1=C(C)Nc2[nH]c(=O)[nH]c(=O)c2C1c1ccc(O)cc1 (centres undefined),100,-0.3
C=CCn1c(CCNC(=O)c2cccs2)nnc1SCC(=O)Nc1cccc(F)c1,103,0.5
CCOc1ccc(Br)cc1S(=O)(=O)n1cnc2ccccc21,105,1.1
O=C(NCc1ccccc1Cl)c1ccc2oc(=O)n(Cc3ccccc3)c2c1,114,1.9
CC(=O)NCC1CCCN2CCCCC12 (centres undefined),106,0.3

# Overlap with the part before: two entries; new compounds follow.
SMILES,PV pol inh,PV pol inh FP z-score
O=C(NCc1ccccc1Cl)c1ccc2oc(=O)n(Cc3ccccc3)c2c1,114,1.9
CC(=O)NCC1CCCN2CCCCC12 (centres undefined),106,0.3
COCc1cc(C)nc2sc3c(c12)NC(c1ccccc1C(=O)O)N(c1ccc(OC)cc1)C3=O (centres undefined),105,-0.8
CC(C)c1cccc(O)c(=O)c1,101&99,0.2&0.1
CC(C)c1cccc(C(C)C)c1NS(=O)(=O)c1cccs1,106,0.4
O=C(NCCc1ccc(Cl)cc1)C1COc2ccccc2C1 (centres undefined),101,-1.4
O=[n+]1cc(-c2ccccc2)n([O-])c2c1CCCC2,103,0.4
COc1ccccc1C1=NOC(C(=O)O)C1 (centres undefined),98,-0.6
COc1ccc(C2CC(=O)C3=C(C2)Nc2ccccc2N(C(=O)C2CC2)C3c2cccnc2)cc1OC (centres undefined),99,-0.7
CC1CCN(C(=O)CCS(=O)(=O)c2ccc3c(c2)SCC(=O)N3)CC1,103,0.1
CC(C)(C)Nc1ncnc2c1cnn2-c1ccccc1,99,-0.8
COC(=O)CC12CC3CC(C1)CC(C(=O)OC)(C3)C2,102,-0.4
CN(CC(=O)Nc1ccc(S(=O)(=O)N(C)C)cc1)Cc1ccc(C(F)(F)F)cc1,101,-0.2
CCOC(=O)c1noc2nc(C)n(Cc3ccc([N+](=O)[O-])cc3)c(=O)c12,102,-1.1
C[N+](C)(C)CCOc1ccc2nc(N)sc2c1,103,0.4
CC1(C)CC(=O)c2cc3c(N)c(C(=O)c4ccc(Cl)cc4)sc3nc2C1,107,0.4
CCC(C)NC(=O)CSc1nc2c(sc3ccccc32)c(=O)n1Cc1ccccc1Cl (centres undefined),109,0.4
CCCOc1ccc(C(F)(F)F)cc1NC(=O)CN1CSCC1=O,98,-0.3
COc1ccc(Cn2c(=O)[nH]c3cc(C(=O)N4CCN(c5cc(Cl)ccc5C)CC4)ccc3c2=O)cc1,106,0.3
CCOc1ccc(CN(CCc2ccc3c(c2)OCO3)Cc2cc(OC)c(OC)cc2OC)cc1,101,-0.3
S=C=NCCc1ccccc1,89*,-1.4*
Cc1ccc(S(=O)(=O)NCc2csc(C)n2)c(C)c1,102,1.1

# In the list so far, these have an aryl methoxy group.
SMILES,PV pol inh,PV pol inh FP z-score
COCc1cc(C)nc2sc3c(c12)NC(c1ccccc1C(=O)O)N(c1ccc(OC)cc1)C3=O (centres undefined),105,-0.8
COc1ccccc1C1=NOC(C(=O)O)C1 (centres undefined),98,-0.6
COc1ccc(C2CC(=O)C3=C(C2)Nc2ccccc2N(C(=O)C2CC2)C3c2cccnc2)cc1OC (centres undefined),99,-0.7
COc1ccc(Cn2c(=O)[nH]c3cc(C(=O)N4CCN(c5cc(Cl)ccc5C)CC4)ccc3c2=O)cc1,106,0.3
CCOc1ccc(CN(CCc2ccc3c(c2)OCO3)Cc2cc(OC)c(OC)cc2OC)cc1,101,-0.3

# In another format: 2 of the compounds above.
CC(C)c1cccc(C(C)C)c1NS(=O)(=O)c1cccs1
  PV pol inh: 106 | PV pol inh FP z-score: 0.4
CC(C)(C)Nc1ncnc2c1cnn2-c1ccccc1
  PV pol inh: 99 | PV pol inh FP z-score: -0.8

# Later entries.
SMILES,PV pol inh,PV pol inh FP z-score
Cc1c(C(=O)Nc2ccc(-n3c(C)nc4ccccc4c3=O)cc2)cccc1[N+](=O)[O-],108,0.2
O=C(CSc1nc2[nH]c(=O)cc(O)c2s1)NCc1ccccc1,97,-2.2
CC(NC(=O)Cc1ccc(NC(=O)N2CCSc3ncccc32)cc1)c1ccccc1 (centres undefined),110,0.8
O=C(Oc1cccc2cccnc12)c1cn(-c2ccccc2)nc1-c1ccccc1,102,0.1
CCN(c1ccccc1)S(=O)(=O)c1ccc2[nH]c(=O)c(=O)[nH]c2c1,101,0
Nc1ccc2c(c1)nc(CO)n2CCO,104,0
Cc1ccc(C(C)NC(=O)c2ccc3c(c2)OCO3)cc1C (centres undefined),100,-0.3
O=c1c(-[n+]2ccccc2)cc2[nH]c3ccccc3c2n1-c1ccccc1,102,0.1
COc1ccc(OC)c(NC(=O)CN2C(=O)CC(c3ccco3)Sc3ccccc32)c1 (centres undefined),110,1.7
COc1cc(CNCCSc2nnnn2C)ccc1OCc1c(F)cccc1Cl,106,0.4
COc1ccc(C(=O)N/C(=C\c2cn(S(=O)(=O)N(C)C)c3ccccc23)C(=O)NCc2ccco2)cc1,101,-0.4
CC1CCCC(C)N1C(=O)COC(=O)c1ccc(Br)cc1 (centres undefined),103,0
COc1ccc(C(=O)NCC(c2ccc(N(C)C)cc2)N2CCc3ccccc32)cc1 (centres undefined),112,0.9
CSC1=NCCN1C(=O)c1ccc(C(F)(F)F)cc1,102,0.6
CCOc1ccc(C(=O)N2CCC(c3nnc(-c4ccccc4OC)o3)CC2)cc1,104,-0.1
C=C(C)Cn1c(N2CC(C)CC(C)C2)nc2c1c(=O)n(C)c(=O)n2C (centres undefined),101,-0.2
O=C(O)CCCC(=O)Nc1nc(-c2ccc(F)cc2)cs1,101,0.2
O=C(N/N=C/c1nc2ccccc2[nH]1)c1ccccc1,103,0.4
Cc1ccc(CCNC(=O)C2CCN(S(=O)(=O)N3CCOCC3)CC2)cc1,101,0.1
CCC(C)NC(=O)CSc1nc2n[nH]c(C)c2c(=N)n1-c1cc(Cl)ccc1C (centres undefined),104,0
c1ccc(Cn2c(CN3CCCC3)nc3ccccc32)cc1,103,0.3
Cc1nc(C(F)(F)F)ccc1C(=O)N1CCN(c2nc3ccc(Cl)cc3s2)CC1,103,-0.4
COC(=O)CC1Oc2ccc(F)cc2-n2cc(-c3ccc(C)cc3)nc21 (centres undefined),100,-1.4
O=C1OC2(CCCCC2)OC(=O)C1=Cc1ccc(-c2ccc(C(=O)O)cc2)o1,105,0.6
O=C1C=CC(=O)N1Cc1ccc(Cl)cc1,100,-0.1
COc1ccc(-c2nnc(SCC(=O)NC3CCCc4ccccc43)o2)cc1OC (centres undefined),99,-0.5
CCN(CC)S(=O)(=O)c1cccc(C(=O)OCc2nc3ccccc3s2)c1,102,-0.1
O=C(Nc1ncnc2sc3c(c12)CCCCC3)c1ccc(F)cc1,103,0.3
Cc1ccc(CN(Cc2ccco2)c2cnc(S(C)(=O)=O)nc2C(=O)Nc2ccc(Br)cc2)o1,107,0.1
CCSC1=C(C#N)C(=O)NC(C(C)C)S1 (centres undefined),103,0.2
O=C1CCCc2cc(S(=O)(=O)NCCCN3CCN(c4ccccc4)CC3)ccc2N1,103,1
FC(F)(F)c1ccccc1-n1ccnc1,100&97,-0.6&-0.7
CSCCC(=O)Nc1nc2ccccc2[nH]1,104,0.2
O=C(CC1(O)C(=O)N(Cc2ccccc2)c2ccc(Br)cc21)c1ccccc1 (centres undefined),110,-0.1
CC1CCCN(CCCNC(=O)c2nc(-c3cccnc3)no2)C1 (centres undefined),107,1.6
O=c1[nH]cnc2nc(-c3ccccc3)c(-c3ccccc3)nc12,104,0.4
CC(C)(C)NCc1nc(-c2ccccc2)no1,105,0.6
Cc1ccc(C)c(Cn2cnc3c(cnn3CCO)c2=O)c1,104,0.2
COc1ccc2c(Sc3ccc(Cl)cc3)c(C(=O)N3CCC(C)CC3)[nH]c2c1,100,-1.6
CCOC(=O)c1cnc(SCC(=O)N2CCCCC2)nc1N,102,0

# Single records (already shown). Screens in order: PV pol inh, PV pol inh FP z-score
# Results for COc1ccc2c(Sc3ccc(Cl)cc3)c(C(=O)N3CCC(C)CC3)[nH]c2c1 = 100, -1.6
# Results for O=C(Nc1ncnc2sc3c(c12)CCCCC3)c1ccc(F)cc1 = 103, 0.3
# Results for CCSC1=C(C#N)C(=O)NC(C(C)C)S1 (centres undefined) = 103, 0.2

# (listing goes on)
SMILES,PV pol inh,PV pol inh FP z-score
Cc1[nH]c(SCC(=O)N2CCN(CC3CCCO3)CC2)nc1Cc1ccccc1 (centres undefined),100,-0.5
CN(C)c1ccc(P(C)(C)=O)cc1,96,-0.4
c1ccc(CN2CCNCC2)nc1,103,0.4
CCn1cc(C(=O)N2CCN(c3cccc(C(F)(F)F)c3)CC2)c2cc(OC)c(OC)cc2c1=O,104,-0.4
Cc1cc(=O)n(CC(=O)NCCC(C)C)c2c1c(C)nn2C,105,-0.1
Cc1cc(C)n(C(=O)C2CC(=O)N(c3ccccc3)C2)n1 (centres undefined),103,0.4
COC(=O)c1c(NC(=O)CSc2nnnn2-c2ccccc2)sc2c1CCC2,102,-0.2
CC(C)OC(=O)CC1C(=O)NCCN1C(=S)NC(=O)C1CCCCC1 (centres undefined),106,2.1
S=c1[nH]c(=S)c2ccccc2[nH]1,103,0.3
CCOC(=O)c1c(Nc2cc(C)cc(C)c2)nnc(-c2ccccc2)c1-c1ccccc1,107,0.6
CC(C)Cc1nc2ccccc2n1CC(=O)N(c1ccccc1)C(C)C,103,0.3
Cc1ccnc(SCn2c(=S)sc3ccccc32)n1,99,-0.8
CCOc1ccc2oc(=O)cc(CN(Cc3ccco3)C3CCCC3)c2c1,104,0.7
COc1cnn(C(C)(C)C)c(=O)c1Cl,100,0
O=C(CCC(=O)N1CCc2ccccc2C1)N1CC=C(c2c[nH]c3ccccc23)CC1,104,0.5
CCCCOc1cccc(C(=O)N(Cc2ccc(C)o2)c2ccccn2)c1,108,0.1
COCCN1C(=O)C(C(=O)O)C2CC1(C)Oc1ccccc12 (centres undefined),100,-1
CN(Cc1ccc(-c2ccc(Br)cc2)o1)C(=O)Cc1ccsc1,99,-0.1
CCN1CCCC1CNC(=O)c1csc2c1CCCCC2 (centres undefined),99,-1.6
O=C1CCc2cc(S(=O)(=O)NC(Cc3ccccc3)C(=O)N3CCN(c4ccccc4)CC3)ccc2N1 (centres undefined),100,0
CN(C)C(=O)n1nnc2ccccc21,101,-0.2
O=C(Cn1nnc(-c2cccc(Cl)c2)n1)NCC(=O)Nc1ccc(F)cc1,103,-0.1
O=c1oc2ccccc2cc1-c1ccc2c(c1)OCO2,105,0.2
CCNc1nc2[nH]c(=O)cc(O)c2s1,98,-2.4
O=c1c(Br)c(NCCCO)cnn1-c1ccccc1,102,1
Cc1ccc(CNC(=O)c2cccnc2Sc2cccc(C(F)(F)F)c2)cc1,104,-0.2
O=C(CSc1ncnc2c1nnn2Cc1ccc(F)cc1)c1ccccc1,105,1.1
CCCOC(=O)c1ccc(Nc2c(C(=O)OCC)cnc3c(C)cc(Cl)cc23)cc1,108,0.7
N#Cc1ccc(COc2ncnc3ccccc23)cc1,113,1.3
CN(C)c1nc(NCCNS(=O)(=O)c2ccc(Cl)cc2)nc(N(C)C)n1,102,0.1
O=C(Nc1nc(-c2cccs2)cs1)c1ccc(Cl)cc1,101,-0.3
CN(C)c1oc(-c2ccc(Cl)cc2)nc1C#N,104,0.7
Cn1cc(S(=O)(=O)c2ccc(Cl)cc2)c(=O)c2cc(F)c(N3CCCC3)cc21,105,-0.6
CC(=O)Nc1cc2c(cc1C(=O)C(C)C)OCCO2,100,-0.1
CC(=N\N1CCOCC1)/C(C)=N/N1CCOCC1,103,0.2
c1ccc2c(c1)nc(NCc1ccncc1)n2CCN1CCCCC1,101,0.1
COc1ccccc1NC(=O)C(=O)NCC(c1cccnc1)N1CCc2ccccc2C1 (centres undefined),109,0.1
